Rv3671c inh – Rv3671c serine protease inhibitors, primary screen, biochemical, fluorescence polarization, M. tuberculosis H37Rv; P9WHR9; inhibition, % at 5.96 µM; 0.048% of 320,000 active; in the data active = inhibition above about 38%;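 note: extracellular domain of Rv3671c used as enzyme; 0% = enzyme with DMSO and 100% = no enzyme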
Target sequence (P9WHR9 whole entry, looked up, the tested form may be a part): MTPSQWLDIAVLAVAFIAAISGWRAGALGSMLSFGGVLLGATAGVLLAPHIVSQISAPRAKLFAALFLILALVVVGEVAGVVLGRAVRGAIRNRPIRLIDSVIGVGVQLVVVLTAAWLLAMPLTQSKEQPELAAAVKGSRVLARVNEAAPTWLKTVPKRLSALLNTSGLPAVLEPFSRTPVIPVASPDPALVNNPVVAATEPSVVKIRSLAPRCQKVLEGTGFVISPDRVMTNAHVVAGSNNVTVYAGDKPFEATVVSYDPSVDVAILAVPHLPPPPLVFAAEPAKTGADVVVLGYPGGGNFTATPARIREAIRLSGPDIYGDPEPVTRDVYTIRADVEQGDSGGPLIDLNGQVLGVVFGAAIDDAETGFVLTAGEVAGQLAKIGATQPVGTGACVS
BoNT F protease – BoNT/F light chain protease inhibitors, primary screen, biochemical, flow cytometry, MLPCN library; Multiplex microsphere protease cleavage assay; 0.22% of 360,000 active; inhibition, % at 10 µM; Botulinum neurotoxin type F light chain protease (Clostridium botulinum); in the data active = inhibition above about 35%, passing the limit was not always enough; note: plate controls were buffer without enzyme for full effect and enzyme alone for no effect
UGM FP inh – M. tuberculosis UGM enzyme inhibitors, primary screen, biochemical, fluorescence polarization, single point | UDP-galactopyranose mutase (Mycobacterium tuberculosis (strain ATCC 25618 / H37Rv)), … | purified UGM, fluorescence polarization probe displacement | inhibition, % at 10 µM | 0.06% of 320,000 active; in the data active = inhibition above about 10%, passing the limit was not always enough
Target sequence (P9WIQ1 whole entry, looked up): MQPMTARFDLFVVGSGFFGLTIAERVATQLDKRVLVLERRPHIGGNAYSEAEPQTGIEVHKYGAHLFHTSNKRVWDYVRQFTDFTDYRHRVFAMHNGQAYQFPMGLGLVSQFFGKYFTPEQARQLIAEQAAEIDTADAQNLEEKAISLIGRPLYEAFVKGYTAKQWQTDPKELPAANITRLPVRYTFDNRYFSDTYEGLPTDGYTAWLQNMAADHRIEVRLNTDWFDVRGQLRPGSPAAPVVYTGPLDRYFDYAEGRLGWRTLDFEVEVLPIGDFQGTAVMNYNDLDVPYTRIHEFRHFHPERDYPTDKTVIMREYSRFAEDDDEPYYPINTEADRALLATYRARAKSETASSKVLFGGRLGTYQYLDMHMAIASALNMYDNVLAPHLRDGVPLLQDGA
PrPC surface inh – inhibitors of human cell surface prion protein PrPC, primary screen, cell-based, TR-FRET; 0.43% of 370,000 active; TR-FRET read-out; inhibition, % at 13.8 µM; in the data active = inhibition above about 24%; note: 0% = median of the test wells and 100% = reference compound wells
Active calls of the source: *; x = no result given. This is a subset, so the mix of outcomes need not match the whole.

[1] Cc1ccc2sc(NNC(=O)c3cc(-c4cccs4)nc4ccccc34)nc2c1C
[2] Cc1ccc(NS(=O)(=O)c2cccc(C(=O)NN3CCOCC3)c2)cc1
[3] CC(=O)C1C(=O)c2c(cccc2[N+](=O)[O-])C1=Nc1ccccc1C (stereo not drawn)
[4] Brc1ccc(/C=N/Nc2nncc(-c3ccccc3)n2)o1
[5] O=C(OCCC1Oc2cccnc2NC1=O)c1ccc([N+](=O)[O-])cc1 (stereo not drawn)
[6] COCCn1c(-c2ccc(Cl)cc2)nc2c(c(=O)c3ccccc3n2C)c1=O
Compound	1	2	3	4	5	6
Rv3671c inh	1	4	4	9	3	4
BoNT F protease	x	x	x	x	x	x
UGM FP inh	0.8	2.0	-1.3	-0.2	-1.1	-1.3
PrPC surface inh	1	4	-4	-4	7	-8

[7] Cc1c2cnn(CC(=O)Nc3c(F)c(F)cc(F)c3F)c(=O)c2c(C)n1Cc1ccc(F)cc1
[8] CCOc1cccc(C2c3c(oc4ccccc4c3=O)C(=O)N2c2ccccn2)c1 (stereo not drawn)
[9] COc1nc(NC(C)=O)nc(C)c1Br
[10] O=C1NN(c2ccccc2)C(=O)/C1=C/c1cccs1
[11] O=C1NC(Cc2ccccc2)c2nc3cc(F)ccc3c(=O)n2-c2cc(Cl)ccc21 (stereo not drawn)
[12] O=C(Cn1nnc2ccccc21)OCC(=O)c1ccc(Cl)cc1
Compound	7	8	9	10	11	12
Rv3671c inh	-37	-1	-4	-4	-2	-3
BoNT F protease	x	x	x	x	x	x
UGM FP inh	-2.3	-1.4	0.4	-1.0	0.2	0.6
PrPC surface inh	-2	3	2	4	8	0

[13] NCc1c(O)ccc2ccccc12
[14] CCOCC(=O)Nc1ccc(C(=O)Nc2ccccc2Cl)cc1
[15] COc1ccc(N2CCCn3c2nc2c3c(=O)n(CCCc3ccccc3)c(=O)n2C)cc1
[16] Cc1nn(-c2ccccc2)c(Cl)c1/C=N/NC(=O)CNc1n[nH]c(=O)[nH]c1=O
[17] Cc1ccc(NC(=O)c2ccc3ncsc3c2)cc1S(=O)(=O)N(C)C
[18] Cn1c(=O)c2[nH]c(SCc3ccccn3)nc2n(C)c1=S
Compound	13	14	15	16	17	18
Rv3671c inh	2	-2	-5	2	-11	-6
BoNT F protease	x	x	x	x	x	x
UGM FP inh	0.9	1.2	-1.9	0.2	-1.6	3.8
PrPC surface inh	-4	0	4	1	3	0

[19] CCCCc1nnc(NC(=O)COc2ccc3c(C)cc(=O)oc3c2)s1
[20] Cn1c(=O)c(C(=O)COC(=O)c2cc(C(F)(F)F)nc3c(C(F)(F)F)cccc23)c(N)n(CC2CC2)c1=O
[21] O=S(=O)(c1ccc(N2CCN(Cc3ccc4c(c3)OCO4)CC2)nc1)N1CCOCC1
[22] Cc1ccc(NC(=O)C(=O)NCc2ccc(/C=N/NC(=O)c3c(C)nc4cc(C)ccn34)o2)cc1
[23] Cc1ccc(-n2c(-c3ccccc3)cc(/C=N/NC(=O)CC#N)c2-c2ccccc2)cc1
[24] CC(=O)Nc1cccc(C(=O)/C=C/c2ccc(/C=C/C(=O)c3cccc(NC(C)=O)c3)cc2)c1
Compound	19	20	21	22	23	24
Rv3671c inh	4	-3	2	-3	-4	-56
BoNT F protease	x	x	x	x	x	x
UGM FP inh	0.4	1.1	0.5	-1.5	1.1	2.3
PrPC surface inh	1	-3	0	-3	-5	-5

[25] Cc1ccc(C2(C(F)(F)F)N=C3Sc4cc(C)ccc4N3C(=O)N2)cc1 (stereo not drawn)
[26] NS(=O)(=O)c1ccc(CCNC(=O)CCCCCNc2nc(=S)[nH]c3ccccc23)cc1
[27] O=C(CCC(=O)N(CC(=O)NC1CCCC1)Cc1ccc2c(c1)OCO2)Nc1nccs1
[28] CC(NC(=O)c1cc(=O)[nH]c2ccc(Br)cc12)c1ccccc1 (stereo not drawn)
[29] Cc1ccc2c(c1)-n1c(nc3ccccc3c1=O)C(CC(C)C)NC2=O (stereo not drawn)
[30] COc1cccc(N2C(=O)NC(=O)/C(=C/c3ccc4c5c(cccc35)CC4)C2=O)c1
Compound	25	26	27	28	29	30
Rv3671c inh	-9	-18	3	3	-5	-20
BoNT F protease	x	x	x	x	x	x
UGM FP inh	2.2	5.3	-3.4	-0.3	-0.3	2.0
PrPC surface inh	-2	8	9	-3	1	-3

[31] Nc1c(C(=O)c2ccco2)oc2ccccc12
[32] O=c1[nH]c(CSc2nnc3ccccn23)nc2cc(C(F)(F)F)ccc12
[33] CCOC(=O)C1=C(C)NC(SCC(=O)Nc2nc(C)cs2)=C(C#N)C1c1cccs1 (stereo not drawn)
[34] CCN1CCc2c(OCC(=O)N3CCc4ccccc43)cccc2C1=O
[35] COC(=O)c1cc(NC(=O)/C=C/c2ccccc2)ccc1O
[36] Cc1nc(N2CCCCC2)sc1C=O
Compound	31	32	33	34	35	36
Rv3671c inh	4	-5	1	0	-5	-7
BoNT F protease	x	x	x	x	x	x
UGM FP inh	0.4	-0.2	2.1	0.4	0.0	0.3
PrPC surface inh	-1	0	4	-1	7	-4

[37] CSCCC(NC(=O)c1ccccc1)C(=O)Nc1ccc(NC(C)=O)cc1 (stereo not drawn)
[38] c1ccc(-c2nc(-c3cccnc3)n[nH]2)cc1
[39] COc1cc(OC)cc(C(=O)OCCNC(=O)Cn2cnc3c2c(=O)n(C)c(=O)n3C)c1
[40] CC(C)n1c(=O)c(C=Nc2ccc(Cl)cc2)c(O)n(Cc2ccco2)c1=O
[41] S=c1[nH]nc(-c2ccncc2)n1/N=C/c1cccc2ccccc12
[42] COc1cccc(-n2c(CN3CCN(Cc4ccccc4)CC3)nc3ccc([N+](=O)[O-])cc3c2=O)c1
Compound	37	38	39	40	41	42
Rv3671c inh	0	3	-2	-7	6	-1
BoNT F protease	x	x	x	x	x	x
UGM FP inh	3.4	-2.7	2.9	0.1	-0.5	-0.7
PrPC surface inh	14	-1	0	2	1	-22

[43] Cc1ccc2c(=O)n3c(nc2c1)C(Cc1ccc(O)cc1)NC(=O)c1ccc(Cl)cc1-3 (stereo not drawn)
[44] O=c1c2ccccc2nc2c3ccccc3c(NCCN3CCOCC3)nn12
[45] CC(NC(=O)c1cc(Br)ccc1Br)c1ccccc1 (stereo not drawn)
[46] COc1ccccc1NC(=O)Nc1nnc(CC(=O)Nc2ccccc2)s1
[47] N/C(=N\OC(=O)COc1ccc2ccccc2c1Br)c1cccnc1
[48] O=C(OC1CC2CC1[C@H]1CCCCN1C2=O)N1CCN(c2ccccc2)CC1 (stereo partly drawn)
Compound	43	44	45	46	47	48
Rv3671c inh	1	7	-9	-23	0	x
BoNT F protease	x	x	x	x	x	-1
UGM FP inh	2.9	3.2	-1.5	-0.7	-1.4	x
PrPC surface inh	11	18	5	-5	47*	4

[49] CC1=C(C(=O)N(C(C)C)C(C)C)CC(CC(=O)NC2CC2)C(=O)N1Cc1ccc(C(C)(C)C)cc1 (stereo not drawn)
[50] CC(C)C[C@H]1CNC(=O)C(=O)N1C[C@@H]1CCCN1C[C@H](Cc1ccccc1)N1C[C@H](CC(C)C)N(CC2CCCCCC2)C(=O)C1=O
[51] CC1(C)OC(=O)C2=C(C[C@@H](C3CCCCC3)O[C@@H]2c2ccc(Cl)cc2)O1
[52] COc1cccc(-c2sc3ccc(OC)cc3c2-c2cnc(N3CCOCC3)nc2)c1
[53] COc1ccc(Cn2cc(CN3CC(N4CCCC4)CS3(=O)=O)nn2)cc1 (stereo not drawn)
[54] CN(C)CCN1CCN(C2CN(Cc3cn(Cc4ccc(Cl)cc4)nn3)S(=O)(=O)C2)CC1 (stereo not drawn)
Compound	49	50	51	52	53	54
Rv3671c inh	x	x	x	x	x	x
BoNT F protease	-8	-2	-7	7	-4	0
UGM FP inh	x	x	x	x	x	x
PrPC surface inh	0	2	11	0	-3	7

[55] O=C1NC[C@H](Cc2ccc(O)cc2)N(CCc2cccc(F)c2)C1=O
[56] C[C@H](c1ccccc1)N1C[C@H](COCc2ccccc2)Oc2cc(N3CCC[C@H]3C(N)=O)ccc2S1(=O)=O
[57] O=S1(=O)N[C@@H](Cc2ccccc2)COc2cc(N3CC[C@H](O)C3)ccc21
[58] CCCCn1nnnc1C(c1ccccc1)N1CCN(c2ccc(C(F)(F)F)cc2[N+](=O)[O-])CC1 (stereo not drawn)
[59] c1ccc2c(C(c3nnnn3-c3ccc4c(c3)OCCO4)N3CCCCC3)ccnc2c1 (stereo not drawn)
[60] COCCCn1cc(CN2CC(N3CCN(Cc4ccccc4F)CC3)CS2(=O)=O)nn1 (stereo not drawn)
Compound	55	56	57	58	59	60
Rv3671c inh	x	x	x	x	x	x
BoNT F protease	-4	-8	-8	3	5	3
UGM FP inh	x	x	x	x	x	x
PrPC surface inh	-6	-1	-11	3	10	5

[61] CCCCNC(=O)C1c2ccccc2OCC(=O)N1CC(F)(F)F (stereo not drawn)
[62] CC(C)C[C@H]1CN(CCCC[C@H]2CNC(=O)C(=O)N2CCC2CCCCC2)C(=O)C(=O)N1CC1CCCCC1
[63] CCOC(=O)[C@]12CCC=C1N(CCC1=CCCCC1)C(=O)[C@H](CC(=O)NCCCCc1ccccc1)C2
[64] COC(=O)[C@]12CCCCC=C1N(Cc1ccc(Cl)cc1Cl)C(=O)[C@H](CC(=O)NCC1CCCCC1)C2
[65] C/C=C/c1cccc(-c2nc(C(=O)N3CCCCC3)cc3c2[C@@H](CCO)N(C(=O)NC(C)C)C3)c1
[66] CCCCOCCCNC(=O)C[C@@H]1C[C@@]2(C(=O)OC)CCCCC=C2N(Cc2cccc3ccccc23)C1=O
Compound	61	62	63	64	65	66
Rv3671c inh	x	x	x	x	x	x
BoNT F protease	1	-7	-2	-7	-4	-7
UGM FP inh	x	x	x	x	x	x
PrPC surface inh	3	-3	5	-5	2	2

Seven records picked at random from the list so far, as already listed:
[29] Cc1ccc2c(c1)-n1c(nc3ccccc3c1=O)C(CC(C)C)NC2=O (stereo not drawn)
[4] Brc1ccc(/C=N/Nc2nncc(-c3ccccc3)n2)o1
[24] CC(=O)Nc1cccc(C(=O)/C=C/c2ccc(/C=C/C(=O)c3cccc(NC(C)=O)c3)cc2)c1
[59] c1ccc2c(C(c3nnnn3-c3ccc4c(c3)OCCO4)N3CCCCC3)ccnc2c1 (stereo not drawn)
[61] CCCCNC(=O)C1c2ccccc2OCC(=O)N1CC(F)(F)F (stereo not drawn)
[18] Cn1c(=O)c2[nH]c(SCc3ccccn3)nc2n(C)c1=S
[45] CC(NC(=O)c1cc(Br)ccc1Br)c1ccccc1 (stereo not drawn)
Compound	29	4	24	59	61	18	45
Rv3671c inh	-5	9	-56	x	x	-6	-9
BoNT F protease	x	x	x	5	1	x	x
UGM FP inh	-0.3	-0.2	2.3	x	x	3.8	-1.5
PrPC surface inh	1	-4	-5	10	3	0	5

Next records:
[67] C[C@H](c1ccccc1)N1C[C@@H](COCc2ccccc2)Oc2cc(N3CC[C@@H](N(C)C)C3)ccc2S1(=O)=O
[68] Cc1cccc(C)c1-n1nnnc1C1c2ccccc2C(=O)N1CCCN1CCOCC1 (stereo not drawn)
[69] CCOc1ccc(CCN2C(=S)N([C@@H](Cc3ccc(O)cc3)CN3CCC[C@@H]3CN3C(=S)NC[C@@H]3Cc3ccc(O)cc3)C[C@@H]2Cc2ccc(O)cc2)cc1
[70] O=C(NS(=O)(=O)c1ccc2ccc(S(=O)(=O)NCCSc3ccccc3)cc2c1)c1cccc2ccccc12
[71] CC(C)(C)n1nnnc1C(c1ccccc1)N1CCN(CCN2CCOCC2)CC1 (stereo not drawn)
[72] C[C@H]1COc2cccc(N3CCN(Cc4ccccc4F)CC3)c2S(=O)(=O)N1
Compound	67	68	69	70	71	72
Rv3671c inh	x	x	x	x	x	x
BoNT F protease	-6	1	-7	1	0	-5
UGM FP inh	x	x	x	x	x	x
PrPC surface inh	-6	-2	4	-8	0	-3

[73] CC1(c2nnnn2-c2ccc3c(c2)OCCO3)CCC(=O)N1Cc1cccc(C(F)(F)F)c1 (stereo not drawn)
[74] O=C1OCCOC2CCCc3oc(C4=CCCCC4)c1c32 (stereo not drawn)
[75] CCCCNc1c(-c2cccc(OC)c2)nc2nc(C)cc(C)n12
[76] Oc1ccc2sc(-c3ccccc3O)c(-c3ccc(OCCN4CCCCC4)cc3)c2c1
[77] Cc1cc(C)n2c(NC3CCCC3)c(-c3cccnc3)nc2n1
[78] O=S1(=O)CC(N2CCN(Cc3ccccc3F)CC2)CN1Cc1cn(Cc2ccc(F)cc2)nn1 (stereo not drawn)
[79] CCCC[C@@H]1CC2=C(C(=O)OC(C)(C)O2)[C@@H](c2ccc(F)cc2)O1
Compound	73	74	75	76	77	78	79
Rv3671c inh	x	x	x	x	x	x	x
BoNT F protease	3	-2	3	-7	0	-1	-1
UGM FP inh	x	x	x	x	x	x	x
PrPC surface inh	2	-3	5	-9	4	-8	7

Bioassay records deposited in PubChem BioAssay by several laboratories.
